Screening data deposited in PubChem by several laboratories.
GPR55 beta-arrestin: selective activators of receptor GPR55 – imaging, U2OS cells, beta-arrestin-GFP redistribution, primary screen (AID 1961); actives 0.048% (n = 290,000); U2OS GPR55 beta-arrestin-GFP redistribution imaging; higher % means a stronger effect; one-dose activation, % at 10 µM; EC50 in µM for titrated hits;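 active = activation above 40% with more than 50 cells counted in the well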;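 also: U2OS osteosarcoma cells stably expressing GPR55 and beta-arrestin-GFP; plate controls were DMSO negative control for no effect and LPI positive control for full effect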
SV40 large T antigen: SV40 large T antigen inhibitors, biochemical (AID 1903). actives 0.39% (n = 310,000). inhibition, % at 20 µM; hits with a dose series show IC50 in µM. SV40 large T antigen ATPase/helicase inhibition assay; higher % means a stronger effect; in the data active = a potency from the dose series; also: strong numbers were not always called active
GPR35 arrestin U2OS: GPR35 antagonists blocking zaprinast-driven arrestin recruitment, primary screen, imaging, U2OS, beta-arrestin-GFP, zaprinast agonist (AID 2058); U2OS GPR35 beta-arrestin-GFP translocation imaging, zaprinast antagonism; higher % means a stronger effect; actives 0.052% (n = 290,000); inhibition, % at 10 µM; hits with a dose series show IC50 in µM;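 active = inhibition of at least 50% with at least 30 cells and total cytoplasm GFP at most 10,000,000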
Lipid droplet: modulators of hepatic lipid droplet formation | AID 1656 | AML12 mouse hepatocytes, oleate lipid droplets, BODIPY imaging | inhibition, % at 6.5 µM | actives 0.4% (n = 240,000);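 active = lipid droplet intensity inhibited by at least 50%, with more than 500 cells counted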
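Material: mouse AML12 hepatocyte cell line, fixed after treatment; Timing: compound with oleate, overnight; Technique: high-content imaging of BODIPY-stained droplets and DAPI nuclei; Probe or stimulus: oleate, 100 µM final; Dosing: compound at 6.5 µM only.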
T cell modulator: T cell immune modulation candidate; 2C CD8+ T cell-vesicle binding, flow cytometry; active compounds read low; calls only at 7 µM; actives 0.068% (n = 330,000); AID 2052;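 active = response, share of CD8 T cells binding vesicles, and their 90th percentile fluorescence all below set limits, cut at about 80% in these data, passing the limit was not always enough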
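Benchmarks: naked versus QL9-loaded vesicles / Assay system: purified 2C TCR transgenic mouse naive CD8+ T cells / Technique: high-throughput flow cytometry with anti-B7-1 and anti-CD8 staining / Timing: Cell–vesicle co-incubation 1.5 h at 37 °C, staining 20 min on ice / Read-out: percent CD8+ FL2 mean versus row control / Probe or stimulus: QL9-loaded Drosophila micro-vesicles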
MgcRacGAP inhibition: MgcRacGAP GTPase-activating activity inhibitors, confirmation, biochemical, ADP Hunter fluorescence; MgcRacGAP-stimulated Rac1 GTP hydrolysis, ADP Hunter fluorescence; higher % means a stronger effect; GST-tagged Rac1 F28L mutant substrate; AID 624330; actives 0.6% (n = 340,000); inhibition, % at 30 µM; hits with a dose series show IC50 in µM;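 active = first-screen hits whose inhibition reached a set limit at any dose in the follow-up dose series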;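 also: fluorescence reports GDP produced by GAP-driven GTP hydrolysis; strong numbers were not always called active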
LYP phosphatase: inhibitors of LYP phosphatase, biochemical, fluorescence intensity, uHTS (AID 1779); recombinant LYP phosphatase, fluorescence intensity; higher % means a stronger effect; inhibition, % at 11.5 µM; hits with a dose series show IC50 in µM; actives 0.054% (n = 290,000); in the data active = inhibition above about 50%;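 also: plate controls were vehicle with enzyme for no effect and no enzyme for full effect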
GPR55 antagonists: inhibition of LPI-stimulated GPR55 beta-arrestin translocation – imaging, U2OS, beta-arrestin-GFP, LPI agonist, primary screen (AID 2013); U2OS GPR55 beta-arrestin-GFP translocation imaging, LPI antagonism; higher % means a stronger effect; one-dose inhibition, % at 10 µM; IC50 in µM for titrated hits; actives 0.13% (n = 290,000);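 active = spots per cell inhibited over 60%, with over 100 cells counted and total cytoplasm intensity under 500,000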;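 also: U2OS cells stably carrying GPR55 and arrestin-GFP stimulated by 5 µM LPI near EC80; imaged beta-arrestin-GFP aggregate spots per cell after agonist stimulation; plate controls were LPI-stimulated DMSO wells for no effect and DMSO wells without LPI for full effect; some results filed as inactive read as strong as hits; confirmed hits need IC50 under 10 µM and bright autofluorescent wells are also inconclusive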
NTR1 ag: NTR1-driven beta-arrestin-GFP spot formation – imaging, U2OS cells, high content, primary screen (AID 493036). P30989. agonist mode. activation, % at 20 µM. actives 0.17% (n = 330,000);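 active = activation at or above 40% of the spot to cytoplasm intensity ratio, with at least 20 cells analyzed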;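 also: 0% = DMSO without peptide and 100% = 100 nM NTR1 peptide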
Target sequence (P30989 whole entry, looked up): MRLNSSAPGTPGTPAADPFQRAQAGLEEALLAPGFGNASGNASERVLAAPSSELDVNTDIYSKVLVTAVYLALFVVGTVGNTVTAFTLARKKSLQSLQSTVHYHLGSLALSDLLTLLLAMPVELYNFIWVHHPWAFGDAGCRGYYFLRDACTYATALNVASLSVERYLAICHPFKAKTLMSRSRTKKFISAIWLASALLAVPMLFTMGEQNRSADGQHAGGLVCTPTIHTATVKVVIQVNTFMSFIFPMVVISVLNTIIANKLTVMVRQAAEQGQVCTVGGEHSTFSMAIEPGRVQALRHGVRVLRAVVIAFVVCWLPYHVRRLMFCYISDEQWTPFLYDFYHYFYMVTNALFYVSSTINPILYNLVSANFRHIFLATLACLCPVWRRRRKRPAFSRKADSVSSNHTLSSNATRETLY
Lipid droplet cells 6.5 µM: recorded beside Lipid droplet, whose call it bears; cell count; measured here: cell count, cytotoxicity flag;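 cells counted across two imaged fields per well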
T cell modulator vesicle-bound %: further read-out of T cell modulator, marked with its call; double positive events, %; measured here: CD8+ vesicle-bound cell fraction;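 binding gate set so that unloaded-vesicle control wells show 10% double positive cells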
NTR1 ag cell count 20 µM: also measured in NTR1 ag; calls as there; cell count; measured here: cell count, cytotoxicity flag
Starred values were filed as active, the others as inactive; i = inactive; nt = not tested or not shown; & = joins results of further samples. This is a subset; the hit share may differ from the screen's.

SMILES	GPR55 beta-arrestin	SV40 large T antigen	GPR35 arrestin U2OS	Lipid droplet	Lipid droplet cells 6.5 µM	T cell modulator	T cell modulator vesicle-bound %	MgcRacGAP inhibition	LYP phosphatase	GPR55 antagonists	NTR1 ag	NTR1 ag cell count 20 µM
Cc1ccc(-c2nc3ccccc3c(=O)n2-c2ccc(Br)cn2)cc1	0.2%	7.7%	0.1%	18.5	624	i	31.5	8.2%	-10.2%	-10.6%	2.7	97
COc1ccccc1N=C1SCCCN1C	-0.2%	17.7%	12.8%	nt	nt	i	36.8	3.1%	-8.9%	-11.7%	1.2	73
CCCCn1c(O)c(C(CC)=NCCN2CCCCC2)c(=O)[nH]c1=O	-0.2%	22.8%	18.7%	nt	nt	i	9.3	2.1%	-2.7%	5.2%	-0.6	74
O=c1oc2ccccc2c(O)c1C(c1ccc([N+](=O)[O-])cc1)c1c(O)c2ccccc2oc1=O	0.5%	34.4%	32.8%	7.1	716	nt	nt	12.3%	8.6%	14.1%	nt	nt
N=C1c2ccccc2CN1NC(=O)c1ccccc1	0.1%	0.2%	7.6%	12.0	701	i	54.5	4.0%	-8.4%	-17.3%	0.8	76
O=C(N/N=C/c1c(O)n(Cc2ccco2)c(=O)[nH]c1=O)c1ccccc1O	-0.1%	17.4%	-21.6%	-9.6	712	i	48.8	16.9%	-4.1%	3.6%	1.2	64
CC(C)N(CCC(C(N)=O)(c1ccccc1)c1ccccn1)C(C)C (stereo unspecified)	-0.2%	8.2%	-8.0%	8.3	739	i	21.8&6.4	1.9%&1.3%	-3.6%	3.1%	-0.1&0.6	55&69
CN1C(=O)/C(=C/c2ccc(N3CCCCCC3)o2)C(=O)NC1=S	-0.3%	9.7%	0.5%	-9.8	701	i	25.1	8.3%	5.8%	-13.1%	-2.2	85
Cc1cc(OCC(=O)N2CCC(C(=O)O)CC2)c2c3c(c(=O)oc2c1)CCCC3	-0.2%	14.1%	2.3%	-1.5	778	i	31.9	4.0%	-16.1%	-6.1%	-1.8	88
Nc1ccccc1C(=O)OC1CSC1	-0.1%	15.7%	-1.3%	3.1	691	i	5.0	7.0%	3.3%	11.0%	2.2	45
Cc1sc2c(c1C)C(c1ccc(C(C)(C)C)cc1)=NCC(=O)N2CC(=O)Nc1nccs1	0.5%	4.5%	-4.1%	nt	nt	i	16.3	4.4%	9.8%	13.6%	35.7	105
CCCN(CC#CCO)CCC	0.2%	-2.0%	1.0%	9.2	789	i	34.2	3.7%	-9.1%	-4.1%	-0.9	53
CCOc1ccc(N=Cc2c(O)n(C(C)(C)C)c(=O)[nH]c2=O)cc1	0.6%	9.5%	10.7%	1.3	791	i	32.4	8.1%	-3.2%	40.9%	0.9	62
C=CCn1c(C)c(C=C2C(=O)NC(=O)NC2=O)c2ccccc21	0.5%	12.1%	-0.5%	-0.3	862	i	47.7	10.7%	-7.1%	10.8%	1.7	63
CCC(C)C(=O)N[C@@H](c1ccccc1)[C@@H](O)C(=O)O[C@H]1C[C@@]2(O)[C@@H](OC(=O)c3ccccc3)C3[C@](C)(C(=O)[C@H](OC(C)=O)C(=C1C)C2(C)C)[C@@H](O)C[C@H]1OC[C@@]31OC(C)=O (stereo partly specified)	-0.1%	nt	0.0%	nt	nt	i	37.9	5.7%	-4.4%	-19.8%	-0.5	74
COc1cccc(CNCCc2c[nH]c3ccccc23)c1OC	-1.2%	-0.3%	-18.7%	-19.4	680	i	36.6	4.0%	-2.7%	25.0%	1.2	48
COC(=O)OCC12CCC(O1)C1(C)C(=O)OCC21 (stereo unspecified)	-0.3%	14.5%	7.5%	10.2	613	i	51.0	10.6%	-8.1%	13.3%	-0.3	57
CC(C(=O)c1c[nH]c2ccccc12)N1CCSCC1 (stereo unspecified)	0.2%	0.0%	6.5%	nt	nt	i	14.7	11.3%	-7.7%	13.3%	0.6	71
COc1cccc(N2C(=O)NC(=O)/C(=C\c3cn(C)c4ccccc34)C2=O)c1	-0.1%	8.6%	-2.7%	nt	nt	i	52.8	-8.3%	-3.7%	7.8%	1.7	105
CCOc1ccc(-n2c(-c3ccoc3)nc3ccccc3c2=O)cc1	0.0%	5.5%	-11.5%	11.0	801	i	23.3	2.8%	-5.7%	10.9%	-0.5	71
Cc1ccc2c(c1)C1CN(C)CCC1N2C(=O)Cn1nnc(-c2ccccc2F)n1 (stereo unspecified)	-0.1%	1.8%	-1.6%	nt	nt	i	13.2	5.9%	-9.5%	2.6%	0.9	59
CCOP(=O)(Cc1cc(C(C)=O)c(C)o1)OCC	-0.1%	11.5%	27.1%	-6.0	590	i	59.7	9.1%	-7.1%	14.4%	0.7	37
COc1ccc2[nH]c(C)c(CCN3CCC(=O)C(C)C3C)c2c1 (stereo unspecified)	0.4%	18.3%	0.1%	nt	nt	i	43.5	4.9%	-9.3%	-2.1%	4.3	68
COc1ccc(C(=O)N2CCC3(CC2)OCCO3)cc1	-0.2%	6.5%	-3.7%	24.8	823	i	54.5	6.8%	-5.0%	5.8%	1.1	61
COc1cccc(-c2nn(CCC#N)cc2C(=O)Nc2ccccc2Cl)c1	-0.1%	17.1%	-6.0%	-0.6	821	i	45.7	-3.1%	0.4%	-13.8%	0.0	58
Other records follow:
SMILES	GPR55 beta-arrestin	SV40 large T antigen	GPR35 arrestin U2OS	Lipid droplet	Lipid droplet cells 6.5 µM	T cell modulator	T cell modulator vesicle-bound %	MgcRacGAP inhibition	LYP phosphatase	GPR55 antagonists	NTR1 ag	NTR1 ag cell count 20 µM
N#CCCn1cc(C(=O)Nc2ccccc2Cl)c(-c2ccc([N+](=O)[O-])cc2)n1	-0.4%	2.4%	5.5%	7.2	634	i	44.7	9.7%	-4.0%	11.2%	2.8	62
CCOP(=O)(Cc1cc(C(=O)CC)c(C)o1)OCC	-0.1%	11.8%	-6.2%	-12.7	692	i	19.0	nt	-3.6%	-1.6%	3.0	65
CC(=O)c1ccc(OC(C)C)c(Cc2c(O)[nH]c(=S)[nH]c2=O)c1	0.7%	6.1%	6.0%	-1.5	688	i	38.4	4.5%	-9.3%	6.3%	0.8	27
O=C(c1ccc(Cl)cc1)C1CCCN(C2CCSCC2)C1 (stereo unspecified)	-0.1%	29.1%	-8.2%	1.4	703	i	55.0	nt	-1.6%	10.8%	3.5	50
COc1ccc(C(=O)c2nc3ccccc3n2C(C)C)cc1OC	-0.2%	4.3%	-5.0%	-102.4	836	i	24.1	2.0%	-5.5%	-4.2%	0.1	91
Cc1ccc2[nH]c(C)c(CCNCc3ccco3)c2c1	0.2%	16.0%	-2.0%	-17.6	673	i	38.0	7.1%	-11.8%	13.5%	2.6	42
Cc1cc(N2C(=O)C3CCCN3C2c2cccc(Cl)c2)no1 (stereo unspecified)	-0.2%	-2.5%	-9.9%	-1.1	747	i	23.8	9.4%	-6.2%	8.5%	2.7	91
O=c1c2ccccc2[nH]c(=S)n1-c1ccc2c(c1)OCO2	-0.1%	2.9%	4.9%	nt	nt	i	45.8	11.1%	4.8%	18.7%	1.4	67
Cc1c(/C=N/O)c2ccccc2n1C	-0.2%	27.6%	22.3%	-15.5	677	i	22.6	4.6%	-3.6%	2.9%	0.3	96
O=C(NC(c1ccc(Cl)cc1)P(=O)(Oc1ccccc1)Oc1ccccc1)OCc1ccccc1 (stereo unspecified)	0.3%	2.1%	2.7%	15.1	760	i	19.0	-5.6%	-3.1%	10.2%	2.2	63
O=c1cccc2n1CC1CC2CN(Cc2cccc(Cl)c2Cl)C1 (stereo unspecified)	2.7%	5.5%	-15.2%	nt	nt	i	45.8	7.6%	-5.9%	0.7%	1.0	57
Cc1c2ccncc2c(C)c2c1[nH]c1ccccc12	-0.2%	16.5%	57.9%*	-60.5	528	i	61.1	31.4%	-8.2%	57.6%	-4.7	60
O=C(C1CCC(=O)N1Cc1ccccc1Cl)N1CCC2(CC1)OCCO2 (stereo unspecified)	0.3%	15.1%	-2.1%	-5.4	792	i	36.9	7.9%	-6.9%	1.3%	0.0	52
Cc1cc(OCC(=O)O)c2c3c(c(=O)oc2c1)CCCC3	0.2%	8.0%	2.4%	22.8	621	i	30.2	3.2%	-2.8%	-5.6%	-2.0	52
C=CCN1C(=O)/C(=C/c2ccc(N3CCOCC3)o2)C(=O)NC1=S	-0.2%	6.1%	-3.2%	5.2	604	i	56.2	5.1%	-5.5%	12.2%	-1.4	60
CC1(c2ccc(Cl)cc2Cl)OCC(Cn2cncn2)O1 (stereo unspecified)	0.2%	-0.2%	15.0%	-5.2	700	i	61.1	-3.6%	-13.0%	-7.0%	0.0	82
C=CCn1c(O)c(/C=C2/C=c3ccccc3=N2)c(=O)[nH]c1=S	1.2%	5.2%	1.6%	-10.6	800	i	24.9	1.2%	-3.1%	-14.7%	nt	nt
CC(=O)Nc1cccc([As](=O)(c2cccc(NC(C)=O)c2)c2cccc(NC(C)=O)c2)c1	-0.6%	8.1%	8.6%	2.3	726	i	8.3	0.5%	-2.7%	-1.8%	3.0	51
COc1ccccc1OC(=O)c1ccc(C)c(S(=O)(=O)N2CCOCC2)c1	-0.4%	2.3%	9.0%	-16.3	772	i	25.5	6.9%	-11.3%	2.7%	-0.6	46
CCOC(=O)c1c(/N=C/c2c(O)n(-c3ccc(F)cc3)c(=S)[nH]c2=O)sc2c1CCCC2	1.2%	13.2%	0.0%	11.2	781	i	14.0	9.2%	-5.7%	6.3%	0.3	59
CC1=C2[C@H]3OC(=O)[C@@H](C)[C@@H]3CC[C@@]2(C)C=CC1=O	nt	14.9%	nt	nt	nt	i	29.6	2.6%	nt	nt	-0.4	101

By substructure: the compounds so far with two or more sulfur atoms
SMILES	GPR55 beta-arrestin	SV40 large T antigen	GPR35 arrestin U2OS	Lipid droplet	Lipid droplet cells 6.5 µM	T cell modulator	T cell modulator vesicle-bound %	MgcRacGAP inhibition	LYP phosphatase	GPR55 antagonists	NTR1 ag	NTR1 ag cell count 20 µM
Cc1sc2c(c1C)C(c1ccc(C(C)(C)C)cc1)=NCC(=O)N2CC(=O)Nc1nccs1	0.5%	4.5%	-4.1%	nt	nt	i	16.3	4.4%	9.8%	13.6%	35.7	105
CCOC(=O)c1c(/N=C/c2c(O)n(-c3ccc(F)cc3)c(=S)[nH]c2=O)sc2c1CCCC2	1.2%	13.2%	0.0%	11.2	781	i	14.0	9.2%	-5.7%	6.3%	0.3	59
